Screening data deposited in PubChem by National Center for Advancing Translational Sciences (NCATS).
JMJD2A Tudor – blocks the human JMJD2A Tudor domain; O75164; actives 4.4% (n = 390,000); Potency, µM (doses to about 114 µM), inactives show at the highest dose activity change, negative = inhibition, most hits filed as inhibitors; AID 504339; AlphaScreen JMJD2A-Tudor / H3K4me3 peptide binding; note: % is set by controls: 0 for no effect and ±100 for the full control effect; nearly all actives have a fitted effect of over 50% in size
APE1 inh – inhibitors of human APE1 endonuclease; Potency, µM (doses to about 65.8 µM), without a hit: at the highest dose activity change, negative = inhibition, usual class: inhibitors; actives 0.35% (n = 350,000); P27695; recombinant APE1, TAMRA/BHQ-2 abasic DNA cleavage fluorescence;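 note: plate controls were vehicle for no effect and reference inhibitor for full effect; nearly all actives have a fitted effect of over 55% in size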
Target sequence (P27695 whole entry, looked up): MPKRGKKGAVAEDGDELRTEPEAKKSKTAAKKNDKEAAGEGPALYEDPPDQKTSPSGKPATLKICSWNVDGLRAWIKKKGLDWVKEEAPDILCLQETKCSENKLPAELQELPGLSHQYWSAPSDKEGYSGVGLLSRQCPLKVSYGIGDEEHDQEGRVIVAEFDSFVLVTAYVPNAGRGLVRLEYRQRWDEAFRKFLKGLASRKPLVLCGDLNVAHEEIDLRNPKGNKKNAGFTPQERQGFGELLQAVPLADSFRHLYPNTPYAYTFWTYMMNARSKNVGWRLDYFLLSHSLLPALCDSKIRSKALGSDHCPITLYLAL
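APE1 at 0.75 nM final was preincubated with compound 15 min at room temperature, then 50 nM double-stranded THF abasic-site substrate (5'-TAMRA/3'-BHQ-2) was added. Fluorescence (ex 525/em 598 nm) was read kinetically; third-minus-first read gave activity.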
G9a block – inhibitors of human histone lysine methyltransferase G9a; Q96KQ7; G9a H3K9 monomethylation, AlphaScreen, 2 h; Potency, µM (top dose mostly 102 µM), for inactives: at the top dose activity, negative = inhibition, most hits filed as inhibitors; actives 8.8% (n = 350,000); AID 504332; note: % is set by controls: 0 for no effect and ±100 for the full control effect; nearly all actives have a fitted effect of over 75% in size
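Methyltransferase reactions run at room temperature for 2 h (20 nM enzyme, 500 nM biotin-H3K9 peptide, 20 uM SAM) after a 15 min compound preincubation; product detected by AlphaScreen beads and anti-H3K9me1 antibody.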
BAZ2B inh – BAZ2B (human) inhibition; AlphaScreen BAZ2B-H3K14Ac peptide displacement; actives 4.4% (n = 360,000); Potency, µM (highest dose often 114 µM), for the others: at the highest dose activity change, negative = inhibition, most hits filed as inhibitors; Q9UIF8; AID 504333; note: % is set by controls: 0 for no effect and ±100 for the full control effect; nearly all actives have a fitted effect of over 60% in size
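In this displacement format the biotinylated H3(5-23) peptide acetylated at Lys14 serves as ligand at 50 nM, with BAZ2B at 50 nM in PBS pH 7.4 containing 0.01% Tween-20. Donor and acceptor beads are 10 ug/mL final.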
POLK inh – inhibitors of human DNA polymerase kappa; purified Pol kappa, fluorescent DNA synthesis assay, 10 min; actives 0.53% (n = 400,000); Potency, µM (highest dose often 107 µM), for the others: at the highest dose activity, negative = inhibition, hits mostly inhibitors; note: % is set by controls: 0 for no effect and ±100 for the full control effect
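10 nM Pol kappa preincubated 15 min at room temperature with compounds, then reaction started with substrate at 50 nM final. Fluorescence read kinetically at 0 and 10 min; buffer-only wells served as negative control.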
Pol eta inh – blocks human DNA polymerase eta activity | Q9Y253 | recombinant Pol eta, fluorescent DNA replication assay | Potency, µM (series often up to 114 µM), for inactives: top-dose activity change, negative = inhibition, most hits filed as inhibitors | actives 1.2% (n = 390,000) | AID 588591; note: % is set by controls: 0 for no effect and ±100 for the full control effect
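Fluorescent replication assay: 50 nM final substrate added after a 15 min room-temperature compound preincubation with 10 nM enzyme. Signal taken at 0 min and again at 10 min.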
POLI inh – DNA polymerase iota (human) inhibition. Q9UNA4. Potency, µM (doses to about 115 µM), for the others: top-dose activity, negative = inhibition, most hits filed as inhibitors. Pol iota fluorescent replication assay, 10 min. actives 1% (n = 390,000)
Target sequence (Q9UNA4 whole entry, looked up): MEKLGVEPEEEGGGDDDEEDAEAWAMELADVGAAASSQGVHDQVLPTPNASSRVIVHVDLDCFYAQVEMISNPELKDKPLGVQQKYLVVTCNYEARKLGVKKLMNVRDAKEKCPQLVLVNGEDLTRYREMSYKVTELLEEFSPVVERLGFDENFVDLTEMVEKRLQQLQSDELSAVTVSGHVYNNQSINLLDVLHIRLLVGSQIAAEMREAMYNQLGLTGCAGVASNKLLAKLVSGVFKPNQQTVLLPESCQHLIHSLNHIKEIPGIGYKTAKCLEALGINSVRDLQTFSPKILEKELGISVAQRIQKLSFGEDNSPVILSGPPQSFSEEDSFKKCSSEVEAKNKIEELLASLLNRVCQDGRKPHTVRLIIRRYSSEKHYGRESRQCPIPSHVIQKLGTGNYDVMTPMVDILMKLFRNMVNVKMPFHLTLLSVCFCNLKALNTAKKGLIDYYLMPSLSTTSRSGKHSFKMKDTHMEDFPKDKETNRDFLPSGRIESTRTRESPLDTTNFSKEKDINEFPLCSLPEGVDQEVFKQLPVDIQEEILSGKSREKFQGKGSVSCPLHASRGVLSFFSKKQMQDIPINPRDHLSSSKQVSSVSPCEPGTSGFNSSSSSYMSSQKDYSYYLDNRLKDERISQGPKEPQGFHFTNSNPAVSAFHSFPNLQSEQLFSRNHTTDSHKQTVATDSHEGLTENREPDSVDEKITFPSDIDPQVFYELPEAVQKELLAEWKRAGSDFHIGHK
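Pol iota at 10 nM preincubated 15 min with compounds at room temperature; reaction started with fluorescent substrate, 50 nM final. Fluorescence read kinetically at 0 and 10 min; buffer-only wells as negative control.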
Pol beta inh – inhibitors of human DNA polymerase beta. AID 485314. P06746. actives 1.3% (n = 340,000). Potency, µM (titrated, usually from 114 µM), for the others: at the top dose activity change, negative = inhibition, usual class: inhibitors. Pol beta primer extension/strand displacement, fluorescence kinetic; note: % is set by controls: 0 for no effect and ±100 for the full control effect
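Human Pol beta at 10 nM; strand-displacement substrate 50 nM final. Compound exposure 15 min at room temperature before start, reaction 10 min at room temperature.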
BLM helicase inh – Bloom syndrome helicase (human) inhibition; actives 0.2% (n = 350,000); recombinant BLM DNA unwinding, fluorescence dequenching; Potency, µM (highest dose often 56.1 µM), for the others: top-dose activity change, negative = inhibition, hits mostly inhibitors; P54132;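 note: plate controls were vehicle for no effect and no enzyme for full effect; nearly all actives have a fitted effect of over 35% in size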
* marks the source's active call; other numbers are inactive results; ? = inconclusive; . = no result given; & = joins results of further samples; [ ] = another dose, or the depositor's remark. Calls come from the whole dose curve; as a rule, active = well fitted curve in the direction sought with a large enough effect; inconclusive = small, poorly fitted or top-dose-only effect, or another doubt; inactive = no such curve, though single readings can be large; an effect the other way counts as inactive or inconclusive. Potency is the fitted concentration of half-maximal effect. These rows are one share of the data. The share of hits here may be higher or lower than overall.

entry	compound	JMJD2A Tudor	APE1 inh	G9a block	BAZ2B inh	POLK inh	Pol eta inh	POLI inh	Pol beta inh	BLM helicase inh
1	CN(CC(=O)Nc1ccccc1Br)C(=O)CCc1nc2ccccc2c(=O)[nH]1	-3%	4%	-2%	11%	0%	-15%	15%	.	.
2	Cc1ccc(N2C(=O)CS(=O)(=O)C23C(=O)N(Cc2ccccc2C)c2ccccc23)cc1Cl (stereo not given)	-25%	.	?	-2%[57.1 µM]	-2%	-2%	-12%	4%	-8%
3	COc1ccc(-c2cc(C(F)F)n3ncc(C(=O)N4CCSCC4)c3n2)cc1	11%	-3%	4%[59 µM]	17%	-11%	-5%	-1%	-25%	0%
4	CC(=O)Nc1ccc(CN2CCC(CO)(CCOc3ccccc3)CC2)cc1	-13%	20%	-8%	4%	-19%	-4%	12%	10%	-2%
5	COc1ccc(/C(N)=N/O)cc1O	-8%	24%	8%	6%	-5%	-11%	12%	45%	-9%
6	CSCC(C)N1CCC(N2CCC(C(=O)NCc3ccccn3)CC2)CC1 (stereo not given)	9%	4%	-8%[0.501 µM]	-7%	6%	1%	14%	0%	-1%
7	COC(=O)COc1ccc(S(=O)(=O)Nc2ccc3c(c2)OCO3)cc1	-6%	0%	-50%[12.7 µM]	-14%	-6%	-7%	20%	4%	5%
8	CCCCN(C(=O)c1c(C)noc1C)c1c(N)n(CCCC)c(=O)[nH]c1=O	-21%	-2%	-18%	6%	-2%	-17%	65%[activator]	.	.
9	COc1ccc2c(c1)c(C(=O)N1CCN(C)CC1)c(C)n2-c1ccccc1	-18%	5%	-51%[12.7 µM]	-32%	-5%	-14%	?	1%	1%
10	NC(=O)C1CCCc2c1n(Cc1ccccc1)c1ccccc21 (stereo not given)	-31%	-6%	9%	-12%	-2%	-16%	41%[activator]	24%	-3%
11	N#Cc1cnn(-c2ncnc3sc(-c4ccccc4)cc23)c1N	-2%	10%	0%[59 µM]	-30%	-13%	-8%	10%	19%	1%
12	Cc1ccc(COn2nnc3ccc(S(=O)(=O)N4CCOCC4)cc32)cc1	7%	28%	-12%[12.7 µM]	0%	6%	-15%	-12%	.	.
13	COc1ccccc1CNC(=O)c1ccc(CNc2c(N3CCCC3)c(=O)c2=O)cc1	-10%	13%	8%	5%	-18%	-5%	?	4%	-1%
14	NC1=NC[C@@H](Cc2ccc(O)cc2)N1CCc1cc(C(F)(F)F)cc(C(F)(F)F)c1	-23%	0%	28%[59 µM]	0%	-13%	-17%	5%	4%	-3%
15	Cc1cc2ncc(-c3ccc(Cl)cc3)cn2n1	-8%	-6%	4%	?	-4%	17%	126%[activator]	23%	-1%
16	O=C(Nc1c(F)cccc1F)c1ccc2c(c1)CCN2S(=O)(=O)c1ccccc1	-18%	5%	-1%	-10%[57.1 µM]	-4%	-21%	64%[activator]	-11%	-4%
17	CCCCc1c(O)c2ccccc2n(CCCC)c1=O	3%	-2%	12%[59 µM]	-5%	-3%	-16%	139%[activator]	13%	-1%
18	CC1(C)[N+]([O-])=C2C(=[N+]([O-])C1(C)C)c1ccccc1/C2=N\O	-3%	12%	50µM*	?	0%	-16%	21%	-1%	-1%
19	Cc1ccc(CNC(=O)C(NS(=O)(=O)c2cccs2)C(C)C)cc1 (stereo not given)	0%&-35%	-2%	-17%&28%[59 µM]	-1%&0%	4%&-1%	4%&-5%	-17%&16%	28%&9%	-4%&4%
20	[N-]=[N+]=NC1C[C@H](n2ccc(=O)[nH]c2=O)O[C@@H]1CO (stereo not given in full)	?	21%	0%	-5%	-3%	1%	15%	22%	-7%
21	CCC(=O)N1CCc2cc(OC)c(OC)cc2C1COc1ccc(OC)cc1 (stereo not given)	-19%	-11%	-1%	-20%	-9%	-21%	167%[activator]	17%	-6%
22	CCN(CC)CCCN1C(=O)c2oc3ccccc3c(=O)c2C1c1cccnc1 (stereo not given)	?	13%	50µM*	-1%	-11%	4%	7%	22%	-3%
23	CCOc1ccc(NC(=S)N(CCN2CCOCC2)Cc2cc3cc4c(cc3[nH]c2=O)OCO4)cc1	-9%	?	-4%	-30%	-4%	-21%	13%	47%	-1%
24	COc1ccc(NC(=O)c2cc3c(CO)cnc(C)c3oc2=Nc2cccc(C)c2)c(OC)c1	-9%	6%	?	-18%	-10%	5%	-12%	0%	-2%

Printed as active in G9a block, of those listed so far:
entry	compound	JMJD2A Tudor	APE1 inh	G9a block	BAZ2B inh	POLK inh	Pol eta inh	POLI inh	Pol beta inh	BLM helicase inh
18	CC1(C)[N+]([O-])=C2C(=[N+]([O-])C1(C)C)c1ccccc1/C2=N\O	-3%	12%	50µM*	?	0%	-16%	21%	-1%	-1%
22	CCN(CC)CCCN1C(=O)c2oc3ccccc3c(=O)c2C1c1cccnc1 (stereo not given)	?	13%	50µM*	-1%	-11%	4%	7%	22%	-3%

(list continues)
entry	compound	JMJD2A Tudor	APE1 inh	G9a block	BAZ2B inh	POLK inh	Pol eta inh	POLI inh	Pol beta inh	BLM helicase inh
25	CC1CCN(C(=O)c2ccc(CSc3ccc(Cl)cc3)cc2)CC1	59%[activator]	-2%	62%[activator]	48%[activator]	-6%	-28%	14%	4%	-8%
26	O=C(Nc1ccccc1)N1CCCC2(CCN(S(=O)(=O)c3ccccc3)CC2)C1	.	-3%	0%[12.7 µM]	.	-8%[60.1 µM]	.	.	.	6%
27	Cc1cccc(CNC(=O)c2ccc(C)c(-n3c(C)nc4cccnc43)c2)c1	-10%	.	-28%[59 µM]	-5%	-5%	-12%	17%	17%	-2%
28	O=C(c1cc(-c2ccc(Cl)cc2)on1)N1CCN(c2ccccc2)CC1	-8%	42%[12.4 µM]	-4%[59 µM]	2%	-13%	-9%	?	3%	-2%
29	N=C1SCC(=O)N1c1ncc(Cc2ccc(F)cc2)s1	-23%	0%	5%	8%	-14%	-6%	42%[activator]	9%	-2%
30	COc1cc(S(=O)(=O)N2CCOCC2)ccc1NC(=O)CSc1n[nH]c(=O)[nH]c1=O	3%	-6%	6%	-3%	-6%	10%	0%	20%	0%
31	CCN(C(=O)CSc1nc2ccccc2nc1Cc1ccccc1OC)c1ccccc1	-10%	.	12%[59 µM]	7%	2%[60.1 µM]	-3%	16%	-2%	-3%
32	O=C(CN1C(=O)c2ccccc2C1=O)c1ccccc1	12%	3%	19%[12.7 µM]	12%	-5%	-8%	-6%	-1%	-3%
33	CCc1ccccc1NC(=O)C1=CN2CCS(=O)(=O)N=C2C=C1	-5%	-3%	?	-4%	-5%	-6%	17%	.	.
34	COc1cccc(C(C)NC(=O)Cc2cccs2)c1 (stereo not given)	?	20%	-5%	-3%	-12%	0%	95%[activator]	13%	-8%
35	COc1ccc(S(=O)(=O)N2CCOCC2)cc1NC(=O)CSc1ncccn1	-10%	33%	.	.	-14%	-16%	89%[activator]	.	.
36	Cc1ccc(N=c2ssnc2Cl)cc1	32µM*	2%	1.6µM*	45µM*	10%	-5%	?	2%	-2%
37	COc1ccc(NC(=O)Cn2nnc(C(N)=O)c2N)c(OC)c1	2%	8%	3%	12%	-3%	-1%	13%	5%	0%
38	CCOC(=O)c1[nH]c2ccc(Br)cc2c1NC(=O)CCN1CCCC(C)(C)C1	-4%	4%	8.9µM*	-3%	-15%	-7%	18%	3%	-9%
39	CN(C)C(=O)c1ccc(-c2cc(-n3ccnc3)ncn2)cc1	.	-2%	-17%[0.501 µM]	.	7%[60.1 µM]	.	.	.	0%
40	CN(C)[C@H]1N(C(=O)c2ccc(Br)cc2)N=C2c3ccccc3S(=O)(=O)N21	-7%	1%	-5%[12.7 µM]	-5%	-4%	-10%	19%	18%	0%
41	CNC(=O)c1sc(Nc2ccc(OCc3ccccc3)cc2)nc1C	-16%	-10%	?	-10%	-5%	-13%	17%	0%	-3%
42	CCOC(=O)c1ccc2[nH]cc(C(C)=O)c(=O)c2c1	-15%	17%	-39%[59 µM]	-6%	0%	-11%	15%	-1%	-16%
43	Cn1cc(CCC(=O)NCc2cccc(Cl)c2)c2ccccc21	-24%	-20%	?	-38%	-8%	-11%	27%	1%	-1%
44	NC(=O)COc1ccccc1C(=O)NC12CC3CC(CC(C3)C1)C2	0%	28%	6%	-1%	-10%	10%	122%[activator]	-10%	0%
45	C=C(C)C1CC=C(C)/C(=N\NC(=O)CNc2cccc3ccccc23)C1 (stereo not given)	-24%	12%	10µM*	-3%	-19%	-3%	-3%	5%[57.1 µM]	-5%
46	COc1ccccc1NC(=O)Nc1ccccc1C(N)=O	-12%	19%	0%	-8%	0%	-20%	20%	2%	-2%
47	O=C(Nc1cccc(F)c1)N1CC2(CCN(C(=O)c3ccncc3)CC2)C1	.	3%	1%[12.7 µM]	.	-14%[60.1 µM]	.	.	.	-3%
48	CC(C)=CCN1CCC(n2nccc2NC(=O)c2ccccc2Cl)CC1	-19%	3%	.	-6%	11%	-8%	-4%	19%	-4%

Whole records, quoted from the list. Order of values: JMJD2A Tudor | APE1 inh | G9a block | BAZ2B inh | POLK inh | Pol eta inh | POLI inh | Pol beta inh | BLM helicase inh
Entry for CCOC(=O)c1ccc2[nH]cc(C(C)=O)c(=O)c2c1 → -15% | 17% | -39%[59 µM] | -6% | 0% | -11% | 15% | -1% | -16%
Entry for CC(C)=CCN1CCC(n2nccc2NC(=O)c2ccccc2Cl)CC1 → -19% | 3% | . | -6% | 11% | -8% | -4% | 19% | -4%

Looked up above.
COc1ccc(NC(=O)Cn2nnc(C(N)=O)c2N)c(OC)c1 – JMJD2A Tudor = 2%
Cn1cc(CCC(=O)NCc2cccc(Cl)c2)c2ccccc21 – APE1 inh = -20%

(more compounds)
entry	compound	JMJD2A Tudor	APE1 inh	G9a block	BAZ2B inh	POLK inh	Pol eta inh	POLI inh	Pol beta inh	BLM helicase inh
49	O=C(CSc1n[nH]c(-c2ccncc2)n1)Nc1ccc(F)cc1	-9%	13%	5%	-18%	-7%	1%	37%[activator]	-15%	-5%
50	CCN(CCCNC(=O)C1CCN(S(=O)(=O)c2c(C)[nH]c(=O)[nH]c2=O)CC1)c1cccc(C)c1	-15%	6%	50µM*	-8%	0%	-5%	1%	?	1%
51	COc1ccc(NC(=O)[C@H](C)NC(=O)[C@@H]2Cc3ccccc3CN2C(=O)OC(C)(C)C)cc1	-9%	37%[activator]	-8%	-13%	-14%	-21%	31%[activator]	36%	-5%
52	CCc1c(C)nc2ncnn2c1NC1CCCc2ccccc21 (stereo not given)	-13%	4%	6%	-3%	0%	-9%	76%[activator]	14%	-2%
